TNF necrop inh = blocks TNF-alpha induced death of Jurkat FADD-/- cells. Jurkat FADD-/- TNF necroptosis rescue, ATP luminescence, 24 h; 0 = TNF only, 100 = no-TNF cells. activation (protection from cell death), % at 10 µM. actives 0.068% (n = 220,000);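 active = activation, meaning protection from cell death, of at least 50% relative to plate controls; inactive = activation below 50%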;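 note: necroptosis triggered by 40 ng/mL TNF-alpha added together with compound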
PPC-1+TRAIL kill = compounds killing PPC-1 cancer cells with TRAIL present (potentiator screen, no TRAIL-free arm) | PPC-1 cells + TRAIL, ATPLite viability luminescence | cell killing (% activity), % at 4 µM | actives 0.41% (n = 220,000) | AID 1443;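 active = cell killing above 50% in the first pass at 4 µM, then a duplicate retest at 5 µM averaging 50% or more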;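 note: plate controls were cells with TRAIL plus DMSO for no effect and medium-only wells lacking cells for full effect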
Wee1 stabilizer = inhibitors of human Wee1 degradation; P30291; HeLa Luc-Wee1K328M stability, luciferase luminescence; 100% = proteasome inhibitor MG132 effect; reporter increase, % at 5 µM; actives 1.2% (n = 220,000);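 active = activation above the mean of all tested compounds plus 3 SD, set per screening run, cut at about 8.8% in these data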;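 note: cells exposed to compound for 20 h before luminescence read; 0% = DMSO alone and 100% = MG132 at 30 µM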
Target sequence (P30291 whole entry K328M): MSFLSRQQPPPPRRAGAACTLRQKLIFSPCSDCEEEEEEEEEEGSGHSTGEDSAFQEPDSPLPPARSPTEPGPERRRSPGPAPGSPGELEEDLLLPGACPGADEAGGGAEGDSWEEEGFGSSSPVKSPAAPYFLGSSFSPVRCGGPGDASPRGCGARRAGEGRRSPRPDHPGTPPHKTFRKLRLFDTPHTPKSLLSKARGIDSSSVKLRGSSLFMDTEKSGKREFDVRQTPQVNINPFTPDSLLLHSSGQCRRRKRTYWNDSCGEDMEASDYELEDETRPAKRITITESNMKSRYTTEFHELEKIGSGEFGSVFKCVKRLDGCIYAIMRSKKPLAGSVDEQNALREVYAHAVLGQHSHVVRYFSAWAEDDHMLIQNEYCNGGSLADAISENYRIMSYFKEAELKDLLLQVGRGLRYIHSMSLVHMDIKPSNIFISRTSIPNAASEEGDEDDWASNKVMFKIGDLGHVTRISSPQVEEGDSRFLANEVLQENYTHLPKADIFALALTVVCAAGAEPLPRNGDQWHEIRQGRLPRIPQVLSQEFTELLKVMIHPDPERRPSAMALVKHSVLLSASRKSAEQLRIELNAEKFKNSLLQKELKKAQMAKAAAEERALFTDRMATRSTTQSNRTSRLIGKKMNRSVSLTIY
TRPN1 ag = zebrafish TRPN1 (NompC) channel agonism; HEK293 zebrafish TRPN1-YFP, Fluo-8 calcium fluorescence; 100% = response to 87 µM carbachol; activation, % at 3 µM; actives 0.18% (n = 220,000);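 active = activation above its plate's cutoff, the mean activation of test wells on that plate plus 3 SD, cut at about 19% in these data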;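 note: 0% = DMSO alone and 100% = 87 µM carbachol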
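Assay system: Zebrafish TRPN1-YFP in HEK293 cells | Incubation: Dye loading 1 h at 37 °C, then 30 min room temperature | Measured by: Kinetic Fluo-8 fluorescence, ex 470-495, em 515-575 nm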
CHOP inhibitor = inhibitors of CHOP induction in ER stress response | CHO-K1 CHOP-promoter luciferase, tunicamycin-induced, 15-18 h | inhibition, % at 10 µM | actives 3.8% (n = 220,000) | AID 2732;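 active = compounds that reduced the stress-induced luciferase reporter signal by more than about 70% of percent inhibition, limit read from the data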;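 note: 0% = tunicamycin plus vehicle and 100% = wells without tunicamycin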
TRPML3 ag = agonists of human TRPML3 channel. HEK293 TRPML3-YFP, Fluo-8 calcium fluorescence; 100% = the carbachol control signal. activation, % at 3 µM. AID 1448. Q8TDD5. actives 0.29% (n = 220,000);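 active = activation above its plate's cutoff, the mean activation of the plate's test wells plus 3 SD, cut at about 12% in these data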;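 note: 0% = DMSO only wells and 100% = carbachol wells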
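system = HEK293 cells stably carrying human TRPML3-YFP | doses = one concentration, 3 µM nominal, 0.3% DMSO | timing = dye loading 1 h 37 °C then 30 min ambient, 125 s read | detection = Fluo-8 calcium dye fluorescence, ex 470-495, em 515-575 nm | benchmarks = high control carbachol 87 µM, low control DMSO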
BaF3 tox = counter-screen for JAK2V617F inhibitors: parental Ba/F3 viability inhibitors. CellTiter-Glo ATP luminescence. inhibition, % at 5.6 µM. actives 1.1% (n = 220,000). AID 1486;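 active = inhibition above a per-campaign cutoff, the mean inhibition of all tested compounds plus 3 SD, cut at about 27% in these data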;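 note: 0% = DMSO wells and 100% = JAK Inhibitor I control wells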
Ba/F3 V617F tox = lowers viability of Ba/F3 cells expressing EpoR and JAK2V617F; ATP luminescence; inhibition, % at 5.6 µM; actives 1.1% (n = 220,000);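 active = inhibition above the campaign mean plus 3 SD over all tested compounds, cut at about 24% in these data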;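 note: cytokine-independent growth of Ba/F3 cells driven by EpoR plus mutant JAK2; 0% = DMSO-treated cells and 100% = JAK inhibitor I control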
RBBP9 inhibitor = human RBBP9 hydrolase inhibition; inhibition, % at 7.94 µM; actives 0.2% (n = 220,000); O75884; recombinant RBBP9, FP-Rh probe fluorescence polarization;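 active = inhibition above the campaign mean of all tested compounds plus 3 SD, cut at about 14% in these data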;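 note: plate controls were DMSO wells with RBBP9 for no effect and wells lacking RBBP9 protein for full effect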
Target sequence (O75884 whole entry, looked up): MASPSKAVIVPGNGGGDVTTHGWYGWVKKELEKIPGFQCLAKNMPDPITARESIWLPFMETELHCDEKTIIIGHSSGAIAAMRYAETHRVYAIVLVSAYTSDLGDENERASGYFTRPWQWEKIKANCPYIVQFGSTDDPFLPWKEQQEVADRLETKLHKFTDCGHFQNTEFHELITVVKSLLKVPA
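Assay system: recombinant human RBBP9; Reagent: Serine-hydrolase probe FP-Rh, 375 nM pre-mixing; Doses: 7.94 µM single dose, 0.794% DMSO; Incubation: 30 min then 45 min, 25 °C; Detection: fluorescence polarization (mP), excitation 525 nm, emission 598 nm; Evaluation: percent inhibition from mP, scaled between DMSO and no-protein wells.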
Starred values were filed as active, the others as inactive.

SMILES	TNF necrop inh	PPC-1+TRAIL kill	Wee1 stabilizer	TRPN1 ag	CHOP inhibitor	TRPML3 ag	BaF3 tox	Ba/F3 V617F tox	RBBP9 inhibitor
COC(=O)Cn1c(=NC(=O)c2cccc(OC)c2)sc2cc(OC)ccc21	2.8	21	0	-1.0	-2	0.2	3	-2	-5
Cn1c(=N)c(S(=O)(=O)c2ccc(F)cc2)cc2c(=O)n3ccccc3nc21	-0.8	7	2	1.4	-43	0.6	0	3	-4
CCN(CC)c1ccc2cc(C(C)=O)c(=O)oc2c1	-0.4	-8	-1	8.6	-16	10	5	-2	-11
CCCCCCCCNC(C)C(O)c1ccc(SC(C)C)cc1 (centres undefined)	-24	-1	-2	-2.6	108*	-0.1	10	0	-6
COc1ccc(C2SCCN2S(=O)(=O)c2ccc(F)cc2)cc1OC (centres undefined)	-0.2	15	4	1.5	25	0.9	5	-1	-3
COc1ccc2c3c(c(=O)oc2c1OCC(=O)C(C)(C)C)CCCC3	1.3	4	0	0.3	58	0.1	1	-1	11
O=c1c2ccccc2n2c(-c3ccc(C(F)(F)F)cc3)nnc2n1Cc1ccccc1	-3.6	-9	-1	-0.9	29	0.2	3	-5	-4
COc1cccc(NC(=S)Nc2ccc(O)cc2)c1	-0.7	9	4	2.6	-1	1.0	-7	-4	1
O=C(NCc1ccccc1)c1ccc(C(=O)N(C2CCCCC2)C2CCCCC2)cc1	-0.2	20	-3	0.6	55	0.9	12	8	-5
CC(C)CCNC(=O)CCSCCC(=O)NCCC(C)C	2.6	26	2	0.1	11	0.3	4	-1	-7
CCOC(=O)CSc1nnc(Cc2cc(=O)[nH]c(=O)[nH]2)n1-c1cccc(OC)c1	0.6	17	0	0.2	12	-0.1	0	-3	-4
Cc1ccc2nc(Cc3ccc(N)cc3)oc2c1	-12	0	0	-0.3	0	0.1	1	1	-3
O=C(CSc1ccc(-c2cccc([N+](=O)[O-])c2)nn1)NCc1ccccc1	-0.4	7	-1	1.2	8	0.9	1	1	4
CN(c1ccc(OCC(=O)N2CCN(c3ccc(F)cc3)CC2)cc1)S(=O)(=O)c1cccs1	-0.2	33	-3	5.4	1	4.0	-1	-2	2
COc1ccc(S(=O)(=O)N(C(=O)C(C)C)c2ccc3oc(=O)sc3c2)cc1	-3.6	-15	-2	-1.2	37	-0.4	8	1	-3
COc1ccc(OC)c(NC(=O)c2cnc3n(c2=O)CCS3)c1	0.1	29	-1	0.2	16	0.2	3	-3	-8
CC(=O)c1ccc(NC2c3ncccc3C(=O)N2Cc2ccc(F)cc2)cc1 (centres undefined)	-0.4	2	1	-0.4	-9	-0.1	4	3	0
COc1ccc(CCN2CC(O)=C(c3nc4ccccc4c(=O)[nH]3)C2=N)cc1OC	-0.6	12	2	0.2	-8	0.2	0	-2	-2
O=C(N=Nc1c(O)[nH]c2ccccc12)c1ccco1	-3.7	32	-2	1.9	-29	0.7	14	7	-9
Cc1ccc(C2=N/C(=C\N3CCCCC3)C(=O)O2)cc1	0.0	13	2	-1.2	24	-0.2	3	3	-1

Quoted from the listing, 2 compounds:
SMILES	TNF necrop inh	PPC-1+TRAIL kill	Wee1 stabilizer	TRPN1 ag	CHOP inhibitor	TRPML3 ag	BaF3 tox	Ba/F3 V617F tox	RBBP9 inhibitor
COC(=O)Cn1c(=NC(=O)c2cccc(OC)c2)sc2cc(OC)ccc21	2.8	21	0	-1.0	-2	0.2	3	-2	-5
Cn1c(=N)c(S(=O)(=O)c2ccc(F)cc2)cc2c(=O)n3ccccc3nc21	-0.8	7	2	1.4	-43	0.6	0	3	-4

(further entries)
SMILES	TNF necrop inh	PPC-1+TRAIL kill	Wee1 stabilizer	TRPN1 ag	CHOP inhibitor	TRPML3 ag	BaF3 tox	Ba/F3 V617F tox	RBBP9 inhibitor
CCOC(=O)Cn1nc(C)n(-c2ccccc2)c1=O	4.0	6	-1	2.0	12	0.8	5	-3	-2
COCCCNC(=O)c1cc2cc(Br)ccc2oc1=O	0.1	2	-3	-0.6	7	0.0	6	2	-10
O=c1c(Cl)c(NS(=O)(=O)c2ccccc2)cnn1-c1ccccc1	-0.3	-21	8	1.1	-8	0.2	-1	-3	-5
CC1(C)C2CC=C(/C=N/NC(=S)Nc3cccnc3)C1C2 (centres undefined)	2.6	1	0	-2.7	38	-0.8	4	-2	-10
CCOc1ccc(C(C)(O)CN2CCOCC2)cc1 (centres undefined)	-1.2	10	-3	-0.8	6	0.6	-1	-2	-13
Nc1nc(SCC(=O)c2cccs2)n[nH]1	-1.1	3	-2	-0.8	1	-0.3	6	4	-5
COC(=O)c1ccc(NC(=O)N2CCC(O)(c3cccnc3)CC2)cc1	-0.1	22	-1	1.6	-7	0.0	2	0	-4
CCC(C)NC(=O)c1cc(OC)c(OC)c(OC)c1 (centres undefined)	0.5	-4	0	1.0	-7	0.0	3	-1	-14
Cc1cc([N+](=O)[O-])nn1CC(=O)NCc1ccco1	0.4	5	6	0.6	46	0.9	1	-4	-6
Cc1ccc(C(=O)NC(=S)Nc2ccc(S(=O)(=O)N3CCN(C)CC3)cc2)cc1	-0.4	7	2	1.3	24	1.0	9	2	-13
COc1ccc(-n2c(Cc3cccn3C)nnc2SCC(=O)Nc2ccc(Cl)cc2)cc1	2.7	-8	-2	0.6	71*	0.0	3	-2	2
Cn1c(CCN2CCOCC2)nc2cc(NC(=O)COc3ccccc3)ccc21	-3.3	-6	9.1*	2.1	22	0.6	6	-2	-7
Brc1cccc(CNCCCN2CCOCC2)c1	1.3	27	1	1.0	-7	1.6	15	3	-2
CC(=O)Nc1ccc2c(c1)nc(CCN1CCOCC1)n2C	-0.1	6	1	2.2	19	-0.4	10	3	2
O=C(CSc1nc(-c2ccccc2)c(-c2ccccc2)o1)Nc1nnc(-c2ccccc2)s1	10	11	-2	0.3	23	0.4	2	3	-7
COc1ccc(C2c3c(oc4ccc(Cl)cc4c3=O)C(=O)N2Cc2ccco2)cc1OC (centres undefined)	4.5	-8	-2	0.9	29	0.9	4	-3	-1
COc1cc(/C=N/NC(=O)CC23CC4CC(CC(C4)C2)C3)cc(Br)c1OCC(=O)N(C)C	4.8	8	1	4.2	42	0.6	6	-1	-7
COc1ccc(N2C(=O)C3CC=C(Cl)CC3C2=O)cc1 (centres undefined)	3.1	-6	4	-1.6	23	0.1	3	-1	-2
Cc1cc(C(=O)N2CCC(C(F)(F)F)n3nccc32)on1 (centres undefined)	-0.2	4	-1	-0.4	14	1.1	-2	-6	4
O=C(CCCOc1ccccc1)N1CCCc2ccccc21	2.7	21	-2	-3.1	14	0.2	3	-2	3

An excerpt from above in order of length of the SMILES, ascending:
SMILES	TNF necrop inh	PPC-1+TRAIL kill	Wee1 stabilizer	TRPN1 ag	CHOP inhibitor	TRPML3 ag	BaF3 tox	Ba/F3 V617F tox	RBBP9 inhibitor
Brc1cccc(CNCCCN2CCOCC2)c1	1.3	27	1	1.0	-7	1.6	15	3	-2
COCCCNC(=O)c1cc2cc(Br)ccc2oc1=O	0.1	2	-3	-0.6	7	0.0	6	2	-10
CC(=O)Nc1ccc2c(c1)nc(CCN1CCOCC1)n2C	-0.1	6	1	2.2	19	-0.4	10	3	2
Cc1ccc(C2=N/C(=C\N3CCCCC3)C(=O)O2)cc1	0.0	13	2	-1.2	24	-0.2	3	3	-1
COC(=O)c1ccc(NC(=O)N2CCC(O)(c3cccnc3)CC2)cc1	-0.1	22	-1	1.6	-7	0.0	2	0	-4
Cn1c(=N)c(S(=O)(=O)c2ccc(F)cc2)cc2c(=O)n3ccccc3nc21	-0.8	7	2	1.4	-43	0.6	0	3	-4
COc1ccc(CCN2CC(O)=C(c3nc4ccccc4c(=O)[nH]3)C2=N)cc1OC	-0.6	12	2	0.2	-8	0.2	0	-2	-2

Going on with the list:
SMILES	TNF necrop inh	PPC-1+TRAIL kill	Wee1 stabilizer	TRPN1 ag	CHOP inhibitor	TRPML3 ag	BaF3 tox	Ba/F3 V617F tox	RBBP9 inhibitor
O=C(c1cc(-c2ccc(Cl)cc2Cl)on1)N1CCOCC1	-2.4	14	5	1.7	20	0.2	5	2	0
CC1(C)CC(=O)C(N=Nc2cccc(F)c2C#N)=C(O)C1	-0.9	3	-2	-0.6	-35	0.3	4	-5	2
CCc1c(C)nc(SCC(=O)Nc2c(C)n(C)n(-c3ccccc3)c2=O)[nH]c1=O	-2.2	27	-2	-0.1	-7	0.3	-1	-3	-7
Cc1cc(C(=O)O)ccc1-n1c(C)cc(C=C2C(=O)c3ccccc3C2=O)c1C	1.5	-8	-1	1.1	27	0.6	2	-3	0
COC(=O)C1=C(C)NC(=O)CC1c1ccc(F)c(Br)c1 (centres undefined)	-1.9	13	1	-0.6	-6	-0.6	1	-3	1
CCOC(=O)N1CCC(NC(=O)c2cc(S(=O)(=O)N3CCOCC3)ccc2F)CC1	1.6	13	-1	1.6	-2	0.8	4	-2	-3
O=S(=O)(Nn1c(O)c(C=C2N=c3ccccc3=N2)sc1=S)c1ccccc1	-1.5	-2	0	-0.8	17	0.7	-1	5	-5
O=C(O)/C=C/C(=O)NNC(=O)c1cccc(Br)c1	1.4	0	2	0.1	12	0.0	2	-2	-1
CCOc1ccc(C(=O)c2nc3c(n2O)CCCC3)cc1	-1.0	-3	2	1.3	21	0.1	-1	0	-6
Cc1nc(SCC(=O)c2ccc(Cl)s2)c2oc3ccccc3c2n1	0.7	3	0	0.8	9	1.1	9	-2	-2
CC[C@H](CO)NCCN[C@H](CC)CO	1.3	20	2	-1.0	13	0.8	5	0	-10
O=C(Nc1ccc(Cl)cc1C(F)(F)F)c1ccccc1	-1.4	-7	-1	-1.3	-8	-0.1	3	-1	-4
O=C(CN1CCN(c2ccc(F)cc2)CC1)N1N=CCC1c1ccccc1 (centres undefined)	39	24	1	0.2	-3	0.6	-5	0	-2
Nc1nnc(SCCCC(=O)c2ccc(Br)cc2)s1	-0.7	8	0	3.2	26	0.4	8	-1	5
COc1ccc2cc3cc(C(=O)NCCCN4CCOCC4)oc3nc2c1	-6.4	22	1	0.1	-11	0.8	2	-3	-5
CCCn1c(=O)c2c(nc3n2CCN3Cc2ccco2)n(C)c1=O	1.0	-20	-2	1.6	2	0.9	9	7	-14
Cc1nn(Cc2ccc(C(=O)Nc3ccc(C(=O)OC(C)C)cc3)o2)c(C)c1Cl	-2.2	20	-1	0.9	67	0.6	5	1	-2

Assay outcomes deposited in PubChem BioAssay by several laboratories.
